Screens as filed in PubChem.
GLP-1R inv ag: acts as inverse agonist at human GLP-1 receptor. P43220. HEK293 GLP-1R CRE-luciferase, luminescence, 24 h; GLP-1R form is constitutively active. Potency, µM (highest dose often 38.3 µM), inactives show at the top dose activity change, negative = inhibition, hits mostly inhibitors. 410,000 compounds, 1.6% hits. AID 624417; also: potency is read from the fitted curve at half-maximal effect; % is scaled to controls: 0 for no effect and ±100 for the full control effect; nearly all actives have a fitted effect of over 55% in size
Target sequence (P43220 whole entry, looked up): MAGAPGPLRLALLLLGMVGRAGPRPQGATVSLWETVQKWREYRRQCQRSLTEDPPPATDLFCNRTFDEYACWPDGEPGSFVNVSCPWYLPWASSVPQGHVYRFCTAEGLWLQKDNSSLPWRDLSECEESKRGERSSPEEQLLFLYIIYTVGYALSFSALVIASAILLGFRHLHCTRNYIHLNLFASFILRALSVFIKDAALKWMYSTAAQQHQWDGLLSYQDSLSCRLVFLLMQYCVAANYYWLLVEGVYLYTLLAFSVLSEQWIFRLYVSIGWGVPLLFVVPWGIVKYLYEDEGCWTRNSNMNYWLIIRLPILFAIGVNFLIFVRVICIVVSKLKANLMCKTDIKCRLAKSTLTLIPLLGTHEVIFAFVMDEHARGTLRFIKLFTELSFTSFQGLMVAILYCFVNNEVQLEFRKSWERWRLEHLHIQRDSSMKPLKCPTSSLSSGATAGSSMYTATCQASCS
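qHTS in 1536-well format: reporter HEK293 cells expressing constitutive GLP-1R activity in DMEM + 10% Nu serum, 24 hr with compounds at 37 deg C, luminescence read after 12 min with detection reagent.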
aSyn yeast inh: alpha-synuclein toxicity inhibition in yeast; AID 652106; Potency, µM (titrated, usually from 46.1 µM), without a hit: at the highest dose growth rescue (activation), most hits filed as activators; Yeast expressing alpha-synuclein, growth rescue, BacTiter-Glo, 24 h; 370,000 compounds, 0.14% hits; also: potency is read from the fitted curve at half-maximal effect; % of control where 0% means no effect; nearly all actives have a fitted effect of over 65% in size
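Readout is rescue of growth in alpha-synuclein-expressing yeast, so inhibitors of toxicity appear as activators. Growth after 24 hr at 30 deg C in galactose medium is quantified by luminescence.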
Mm-Cpn inhibitor: blocks the Methanococcus maripaludis chaperonin Mm-Cpn; purified Mm-Cpn ATPase, ADP Transcreener TR-FRET; Potency, µM (doses to about 76.9 µM), without a hit: at the top dose activity, negative = inhibition, most hits filed as inhibitors; 330,000 compounds, 0.031% hits; AID 504842; also: potency is read from the fitted curve at half-maximal effect; % is scaled to controls: 0 for no effect and ±100 for the full control effect; nearly all actives have a fitted effect of over 80% in size
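Purified archaeal Mm-CPN (25nM final) preincubated 10 min at 37degC with compound, then 10uM ATP for 30 min at 37degC; ADP measured by HTRF Transcreener TR-FRET; buffer 30 mM TRIS pH 7.4, 100mM KCl, 5mM MgCl2, 1mM DTT.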
pAkt inh: blocks phosphorylation of Akt; 360,000 compounds, 0.32% hits; Neuro2A IGF-stimulated pAkt S473 HTRF, 20 min; stronger effect = lower value; activity change, % for hits at 50 µM; AID 651550; in the data active = activity change below about -80%; inconclusive = mostly about -51% to -80%; also: % is scaled to controls: 0 for no effect and ±100 for the full control effect
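Single-point screen (50 µM final compound) in Neuro2A cells stimulated 20 min with 6 nM IGF at 37 deg C. After lysis, Ser473-phosphorylated Akt read by HTRF (ex 330 nm, em 615/665 nm) as the 665/615 ratio.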
PTHR1 agonist: agonists of human PTHR1 parathyroid hormone receptor. Q03431. HEK293 GP2 PTHR1 cells, GloSensor cAMP luminescence, 1 h. Potency, µM (doses to about 115 µM), for the others: top-dose activation, most hits filed as activators. 410,000 compounds, 0.075% hits. AID 743266; also: potency is read from the fitted curve at half-maximal effect; nearly all actives have a fitted effect of over 55% in size; some results filed as inactive show a strong effect at the top dose; inactives centre near -15; many of its hits are not listed in these tables
Target sequence (Q03431 whole entry, looked up): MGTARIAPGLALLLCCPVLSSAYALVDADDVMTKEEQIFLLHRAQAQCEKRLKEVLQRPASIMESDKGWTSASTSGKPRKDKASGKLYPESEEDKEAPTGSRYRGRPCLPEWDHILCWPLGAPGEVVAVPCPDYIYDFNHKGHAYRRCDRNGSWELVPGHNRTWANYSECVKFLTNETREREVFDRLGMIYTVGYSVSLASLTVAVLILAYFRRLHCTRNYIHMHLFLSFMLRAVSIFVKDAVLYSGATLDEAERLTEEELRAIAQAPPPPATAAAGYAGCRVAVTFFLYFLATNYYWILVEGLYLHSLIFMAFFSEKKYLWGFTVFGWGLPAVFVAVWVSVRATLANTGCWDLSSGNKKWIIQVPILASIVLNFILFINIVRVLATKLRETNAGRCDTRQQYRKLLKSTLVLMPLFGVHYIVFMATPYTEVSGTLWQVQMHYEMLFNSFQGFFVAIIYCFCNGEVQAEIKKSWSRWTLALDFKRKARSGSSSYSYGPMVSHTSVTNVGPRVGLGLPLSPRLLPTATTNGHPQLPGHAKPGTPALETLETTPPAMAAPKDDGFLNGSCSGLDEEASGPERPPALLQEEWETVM
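HEK-293-derived GP2 cells expressing PTHR1 and a GloSensor cAMP reporter, 3,000/well, plated overnight, given luciferin plus IBMX (each 0.5 mM as added) for 1 h at 37 °C, then compound for 1 h at 37 °C. Luminescence was read after 15 min at room temperature.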
Abeta yeast res: compounds reversing amyloid beta toxicity in yeast; yeast expressing A-beta42, growth rescue, OD600, 48 h; response scale: 0% DMSO, 100% iron-clioquinol control; Potency, µM (top dose mostly 46.1 µM), for inactives: at the top dose growth rescue, actives largely listed as activators; 410,000 compounds, 0.063% hits; also: potency is read from the fitted curve at half-maximal effect; nearly all actives have a fitted effect of over 55% in size
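Growth rescue measured by 600 nm absorbance after 48 h yeast culture at 30 C with compound. Values normalized between DMSO and an equimolar ferric chloride plus clioquinol control.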
FUS suppressor: FUS proteinopathy suppression in yeast; S. cerevisiae FUS-expressing, growth rescue, OD600, 24 h; AID 1347120; 390,000 compounds, 0.24% hits; Potency, µM (highest dose often 76.6 µM), for the others: at the top dose growth rescue (activation), hits mostly activators;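 also: potency is read from the fitted curve at half-maximal effect; plate controls were DMSO vehicle for no effect and reference control for full effect; nearly all actives have a fitted effect of over 55% in size; some results filed as inactive show a strong effect at the top dose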
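Quantitative HTS measuring growth restoration of FUS-toxic yeast. Galactose-induced cells (OD 0.005) were exposed 24hr at 30C to compounds at several concentrations, then absorbance at 600 nm was recorded.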
TDP43 rescue: TDP-43 toxicity inhibition in yeast; Potency, µM (highest dose often 46.1 µM), without a hit: top-dose growth rescue (activation), usual class: activators; 410,000 compounds, 1.8% hits; TDP-43 expressing yeast growth rescue, BacTiter-Glo, 24 h; AID 652104; also: potency is read from the fitted curve at half-maximal effect; % of control where 0% means no effect; nearly all actives have a fitted effect of over 50% in size
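Readout is BacTiter-Glo luminescence of cell growth, so inhibitors register as activators. TDP-43-expressing yeast at OD600=0.02 in galactose medium, after raffinose pregrowth to mid-log, were incubated with compound for 24 hr at 30 deg C.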
GLP1R cytotox: cytotoxicity counter-screen for GLP-1 receptor inverse agonists; Potency, µM (titrated, usually from 38.3 µM), for inactives: at the top dose activity change, negative = inhibition, most hits filed as inhibitors; 410,000 compounds, 0.13% hits; HEK293 cAMP-luciferase reporter cells, luminescence, 24 h;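 also: loss of luciferase light is scored as toxicity; potency is read from the fitted curve at half-maximal effect; % is scaled to controls: 0 for no effect and ±100 for the full control effect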
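Seeding density was 200 cells/uL; after overnight-length (12 h) culture, 23 nL compounds went on for 24 h at 37 °C. Readout used a luciferase detection reagent, luminescence taken after 12 min at room temperature.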
* = called active by the depositor; i = inactive; ? = inconclusive; nt = not tested or not shown; [ ] = dose if it differs, or a comment. Unless noted, calls follow the shape of the dose curve; as a rule, active = well fitted curve in the direction sought with a large enough effect; inconclusive = small, poorly fitted or top-dose-only effect, or another doubt; inactive = no such curve, though single readings can be large; an effect the other way counts as inactive or inconclusive.

Values run as follows: FUS suppressor	aSyn yeast inh	Mm-Cpn inhibitor	pAkt inh	GLP1R cytotox	PTHR1 agonist	GLP-1R inv ag	TDP43 rescue	Abeta yeast res
CC1(C)C=C(c2ccc(C(=O)O)s2)CC(C)(C)N1
    nt	2%	0%	i	4%	-17%	27%	4%	6%
CC(=O)Nc1ccc(NC(=O)CCc2nc3cccnc3n2Cc2cccs2)cc1
    8%	nt	nt	nt	0%	2%	7%	9%	-7%
CC(=O)N/N=C(\C)CC(=O)Nc1ccc2c(c1)OCCO2
    3%	16%	1%	i	-2%	0%	7%	-14%	2%
CCOC(=O)/C(C#N)=C/Nc1ccccc1NS(=O)(=O)c1ccc(C)c(C)c1
    -7%	1%	-1%	i	-41%	i	-15%	-18%	0%
O=C(CSCc1c(Cl)cccc1Cl)NCc1ccccn1
    -1%	9%	1%	i	-2%[0.307 µM]	i	-13%[0.307 µM]	10%	17%
CCOc1ccc(C2N(c3cc(C)on3)C(=O)C3CCCN32)cc1OC (configuration not stated)
    -1%	2%	2%	i	2%	-3%[57.5 µM]	18%	-1%	-5%
S=C(Nc1ccccc1Cl)N1CCN(c2ccccn2)CC1
    -7%	7%	1%	i	9%	i	-9%	18%	17%
CN1CCN(C(=O)c2cnn(-c3ccccc3)c2NC(=O)c2ccccc2F)CC1
    2%	2%	1%	i	-3%	i	-3%	10%	15%
Cn1c(/C(C#N)=C(\O)c2ccc(S(=O)(=O)N3CCCCC3)cc2)nc2ccccc21
    -13%	-6%	2%	i	4%	-64%[inhibitor]	2%	24%	-8%
Cc1cnc(NC(=O)CSc2nnc(-c3ccccc3)o2)s1
    19%	10%	0%	i	-24%	i	?	28%	12%
CC1=Nc2ccccc2NC(=O)C1Sc1nnc(C)s1 (configuration not stated)
    12%	2%	1%	i	-3%	i	8%	13%	3%
O=C(Nc1ccc(F)cc1)C1CCCN(c2ncnc3c2nc2n3CCCCC2)C1 (configuration not stated)
    0%	nt	nt	nt	1%	-23%	?	25%	6%
Clc1cccc(OCCCn2ccnc2)c1
    5%	3%	-2%	i	2%	i	1%	10%	-11%
O=C(CN1C(=O)C2CC=CCC2C1=O)Nc1nc(-c2ccc(F)cc2)cs1 (configuration not stated)
    2%	3%[1.84 µM]	-1%	i	-6%	-25%	-22%	8%	0%
O=C(NCC1CCCO1)c1cc([N+](=O)[O-])ccc1Cl (configuration not stated)
    -4%	5%	-5%	i	9%	-6%	3%	-5%	2%

Values run as follows: FUS suppressor	aSyn yeast inh	Mm-Cpn inhibitor	pAkt inh	GLP1R cytotox	PTHR1 agonist	GLP-1R inv ag	TDP43 rescue	Abeta yeast res
CS(=O)(=O)N(CC(=O)N/N=C/c1ccc(OCC(=O)N2CCOCC2)cc1)c1ccccc1Cl
    nt	-3%	0%	i	-5%	i	21%	9%	21%
COc1ccc(-c2csc(N3C(=O)C4C5c6ccccc6C(c6ccccc65)[C@@H]4C3=O)n2)cc1 (some centres not stated)
    nt	4%	1%	i	-8%	-1%	?	22%	6%
CCOc1ccc(/C=N/n2c(-c3ccccc3)n[nH]c2=S)cc1
    -1%	1%	-1%	i	-7%	i	7%	2%	9%
Cc1cccc(N(CC(=O)NC(C)C)C(=O)c2ccc(N3CCCC3)nc2)c1
    7%	-5%	2%	i	6%	-8%	2%	-7%	3%
Cc1noc(C)c1COc1ccccc1C(=O)Nc1cccc(S(=O)(=O)N(C)C)c1
    nt	0%	1%	i	-16%	-1%	14%	17%	8%
COc1ccc(/C=N/n2cnc3c([nH]c4ccc(F)cc43)c2=O)cc1CN1CCCC1
    18%	14%	2%	i	4%	i	-3%	17%	7%
Cc1cc(C)n2nc(C(=O)N/N=C/c3ccco3)nc2n1
    2%	-5%	0%	i	-2%	i	-6%	4%	-3%
Cn1c(-c2cccc(Br)c2)cnc1NCc1cccnc1
    0%	-18%	0%	i	-12%	i	-2%	-13%	-22%
COC(=O)c1c(SC)nc2ccccc2c1OCc1ccc(C)cc1C
    1%	nt	nt	nt	4%	i	?	18%	-7%
CCOC(=O)Cc1c(C)nc2c(-c3ccccc3)c[nH]n2c1=O
    2%	21%	-4%	i	-1%	i	11%	15%	-2%
O=C(NCCc1c[nH]c2ccccc12)C(=O)NCC1OCCCN1S(=O)(=O)c1cccs1 (configuration not stated)
    17%	1%	3%	i	-16%	-39%[inhibitor]	-23%	-16%[0.397 µM]	4%
CCN(c1ccccc1)S(=O)(=O)c1nnc(NC(=O)COc2cccc(C)c2)s1
    2%	nt	nt	nt	-18%	-56%[inhibitor]	-25%	3%	-7%
CCSc1nc(-c2ccc(Cl)cc2)nc2c1Cc1c(CO)cnc(C)c1O2
    -1%	nt	nt	nt	18%	10%	-5%	14%	-9%
Cc1ccc(NC(=O)NCCc2c(C)nn(C)c2C)c(Cl)c1
    2%	nt	nt	nt	0%	i	9%	26%	-5%
O=C(c1ccco1)N1CCN(C(=O)c2ccc(-c3cccc(C(F)(F)F)c3)o2)CC1
    29%	0%	-8%	i	-17%	-21%	-29%	6%	?

Values run as follows: FUS suppressor	aSyn yeast inh	Mm-Cpn inhibitor	pAkt inh	GLP1R cytotox	PTHR1 agonist	GLP-1R inv ag	TDP43 rescue	Abeta yeast res
COc1ccc(C(=O)COC(=O)Cc2n[nH]c(=O)c3ccccc23)c(OC)c1
    13%	3%	-2%	i	0%	-24%	17%	19%	-1%
CC(=O)Nc1ccccc1C(=O)C(=O)Nc1ccc(F)cc1
    11%	8%	-1%	i	-2%	-1%[57.5 µM]	2%	-8%	-4%
CCOc1cc(C(=O)Nc2ccccc2F)cc(Br)c1OCC
    -9%	3%	3%	i	1%	-4%	-38%	11%	-10%
CSc1nc2ccccc2n1CC(=O)Nc1cc(C(F)(F)F)ccc1N1CCOCC1
    32%	2%	0%	-120%*	-9%	-4%[57.5 µM]	?	3%	6%
CCCCn1c(N)c(N(CCOC)C(=O)COc2ccc(OCC)cc2)c(=O)[nH]c1=O
    -1%	-4%	0%	i	3%	i	6%	3%	4%
COc1cc(C2C(C(=O)c3cc4ccccc4o3)=C(O)C(=O)N2c2cc(C)on2)cc(OC)c1OC (configuration not stated)
    37%	-2%	-3%	i	0%	-29%	6%	-6%	-11%
CC(C)(C)C1CCC(OC(=O)c2cncc(Br)c2)CC1 (configuration not stated)
    12%	-2%	1%	i	-5%	-22%	0%	-15%	-3%
CC(=O)c1sc(NC(=O)c2ccc(C)cc2)nc1C
    -19%	2%	2%	i	-2%	-35%[inhibitor]	38%[activator]	16%	6%
CCn1c(SCC(O)c2ccccc2)nnc1-c1ccccc1 (configuration not stated)
    -9%	0%	2%	i	16%	i	-5%	3%	?
COc1ccc(C(=O)Nc2cc(Cl)ccc2-n2cncn2)c(OC)c1OC
    20%	-9%	0%	i	-26%	i	6%	0%	-29%
Cc1ccc(S(=O)(=O)N2CCN(C)CC2)c(C)c1N(C)S(=O)(=O)c1ccc(Cl)cc1
    -42%	0%	2%	i	16%	-29%	?	0%	2%[9.22 µM]
O=C(CCc1nnc(CCc2ccccc2)o1)N1CCCCC1CCn1cccn1 (configuration not stated)
    -31%	3%	5%	i	8%	-17%	-2%	0%	-7%
Nc1ccc(C(=O)Nc2ccc(OC(F)(F)C(F)F)c(NC(=O)c3ccc(N)cc3)c2)cc1
    nt	-9%	1%	i	-9%	i	-8%	0%	-7%
Cc1cccc(N(CC(=O)NC2CCCC2)C(=O)CCC(=O)Nc2cc(C)on2)c1
    21%	1%	-3%	i	-18%	i	1%	0%	4%
CCc1nc(SCC(=O)Nc2ccc([N+](=O)[O-])cc2)n[nH]1
    33%	2%	2%	i	-18%	-15%	16%	-13%	10%

Values run as follows: FUS suppressor	aSyn yeast inh	Mm-Cpn inhibitor	pAkt inh	GLP1R cytotox	PTHR1 agonist	GLP-1R inv ag	TDP43 rescue	Abeta yeast res
COc1cc(CNCC(C)C)c(Br)cc1OCC(=O)NCc1ccccc1
    30%	-4%	-2%	i	-21%	-9%[57.5 µM]	-9%	24%	-9%
Cc1cc(C)cc(-n2c(C)cc(/C=N\NC(=O)COc3cccc4cccnc34)c2C)c1
    22%	2%	-1%	i	1%	-29%	16%	13%	-20%
O=C(Cn1c(-c2ccccc2)noc1=O)N1CCC(Cc2ccccc2)CC1
    23%	9%	1%	i	-2%	-25%	-50%	-6%[0.397 µM]	-5%
Cc1ccc(C2CC(c3ccc(Cl)cc3)n3nc(N)nc3N2)cc1 (configuration not stated)
    0%	1%	2%	i	5%	i	-12%	0%	6%
Cc1cccc(N=C2NC(=O)/C(=C3/C(=O)N(C)c4ccccc43)S2)c1C
    29%	0%	2%	i	?	i	?	-6%	-7%
CCN(CC)C(=O)C(C)N(C#N)c1nc(NC(C)C)nc(NC(C)C)n1 (configuration not stated)
    13%	1%	2%	i	0%	-2%[57.5 µM]	6%	7%	17%

Whole records, quoted from the list:
`Cc1cccc(N=C2NC(=O)/C(=C3/C(=O)N(C)c4ccccc43)S2)c1C` is listed as FUS suppressor: 29%; aSyn yeast inh: 0%; Mm-Cpn inhibitor: 2%; pAkt inh: i; GLP1R cytotox: ?; PTHR1 agonist: i; GLP-1R inv ag: ?; TDP43 rescue: -6%; Abeta yeast res: -7%
`Cc1ccc(C2CC(c3ccc(Cl)cc3)n3nc(N)nc3N2)cc1` (configuration not stated) is listed as FUS suppressor: 0%; aSyn yeast inh: 1%; Mm-Cpn inhibitor: 2%; pAkt inh: i; GLP1R cytotox: 5%; PTHR1 agonist: i; GLP-1R inv ag: -12%; TDP43 rescue: 0%; Abeta yeast res: 6%

The list is partial; the hit share may differ from the screen's.
